# From PubChem BioAssay
# Thrombin inh: thrombin (human) inhibition; P00734; alpha-thrombin, Boc-VPR-AMC fluorogenic substrate cleavage; inhibition, % at 5 µM; 0.26% of 220,000 active; AID 1046;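 active = inhibition at or above 40%; inactive = inhibition below 40%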;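 also: 0% = enzyme with no compound and 100% = wells without enzyme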
#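 Test system: human alpha-thrombin protein / Dosing: one concentration per compound, 5 µM, with 0.2% DMSO / Medium: pH 7.5 Tris-saline with Tween 20 / Benchmarks: no-compound enzyme wells and no-enzyme blanks / Read-out basis: percent inhibition of thrombin substrate cleavage / Timing: reaction at room temperature / Measured by: fluorescence, ex 355 nm, em 460 nm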
# Furin inh: inhibitors of human furin; P09958; purified furin, fluorogenic substrate cleavage; inhibition, % at 30 µM; 0.061% of 220,000 active; AID 463115; in the data active = inhibition above about 25%; also: inactives centre near -15
# PERK inhibitor: human PERK inhibition, primary cell-based screen | Q9NZJ5 | 0.17% of 220,000 active | inhibition, % at 5.6 µM | CHO PERK-DD fusion, SEAP luminescence translation reporter | AID 1416;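 active = inhibition above the mean inhibition of all tested compounds plus 3 SD, set separately per screening campaign, cut at about 2.9% in these data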;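 also: PERK kinase domain activated by AP20187 dimerizer at 100 nM; 0% = DMSO with dimerizer and 100% = rapamycin at 8.4 µM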
# Rad51 HR inh: blocks human Rad51 in homologous recombination; Q06609; 0.085% of 200,000 active; hRad51 DNA strand exchange, fluorescence dequenching; inhibition, % at 10 µM;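 active = inhibition above 40% at the single screening dose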;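 also: 0% = DMSO control wells and 100% = blanks with heterologous ssDNA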
# Target sequence (Q06609 whole entry, looked up): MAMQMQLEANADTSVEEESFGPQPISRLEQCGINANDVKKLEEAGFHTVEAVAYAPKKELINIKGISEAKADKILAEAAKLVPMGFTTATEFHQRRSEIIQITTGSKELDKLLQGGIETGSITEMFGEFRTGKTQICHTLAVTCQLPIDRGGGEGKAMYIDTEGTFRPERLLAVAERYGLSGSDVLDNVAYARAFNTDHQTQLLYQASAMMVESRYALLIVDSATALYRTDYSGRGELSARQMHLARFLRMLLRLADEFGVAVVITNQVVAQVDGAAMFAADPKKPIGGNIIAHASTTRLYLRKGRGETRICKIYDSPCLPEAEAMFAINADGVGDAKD
#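 Material: hRad51 filaments on single-stranded DNA; Reagent: Donor/quencher-labelled 47-bp dsDNA substrate; Compound: 10 µM final, single point; Schedule: 37 °C 15-min filament assembly, 30-min compound preincubation, 15-min exchange; Technique: FRET fluorescence, excitation 485 nm, emission 520 nm; Benchmarks: control wells and blank wells on each plate.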
# FXIIa inh: inhibitors of human coagulation factor XIIa. purified FXIIa, Boc-QGR-AMC fluorogenic substrate, 2 h. inhibition, % at 5 µM. 0.3% of 220,000 active. AID 800; in the data active = inhibition above about 40%;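 also: 0% = enzyme with no compound and 100% = blank without enzyme; many of its hits are not listed in these tables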
# FXIa inh: factor XIa (human) inhibition; purified FXIa, Boc-Glu-Ala-Arg-AMC fluorogenic substrate; AID 798; inhibition, % at 5 µM; 0.14% of 220,000 active;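 active = inhibition of at least 40%; inactive = inhibition below 40%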;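 also: fluorescence of freed AMC excited at 355 nm; 0% = enzyme without compound and 100% = no enzyme blank; many of its hits are not listed in these tables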
# KCC2 mod: KCC2 (human) Cl- transport modulation; AID 1456; Q9H2X9; KCC2 cells, thallium flux FluoZin-2 fluorescence; B-score of Tl+ flux slope (higher = more flux/activation; lower = inhibition) at 10 µM; 2.2% of 190,000 active;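 active = thallium flux slope and its plate-corrected score both differing from the plate sample mean at a set confidence after two filtering rounds, in either direction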;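 also: slope of fluorescence scaled to starting intensity during 10 to 20 s after thallium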
# hK5 inh: kallikrein 5 (human) inhibition; recombinant hK5, fluorogenic AMC substrate cleavage; inhibition, % at 5 µM; 0.59% of 210,000 active;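 active = inhibition of 40% or more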;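 also: 0% = enzyme controls without compound and 100% = no-enzyme blanks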
# Target sequence (Q9Y337 67-293 limits assumed): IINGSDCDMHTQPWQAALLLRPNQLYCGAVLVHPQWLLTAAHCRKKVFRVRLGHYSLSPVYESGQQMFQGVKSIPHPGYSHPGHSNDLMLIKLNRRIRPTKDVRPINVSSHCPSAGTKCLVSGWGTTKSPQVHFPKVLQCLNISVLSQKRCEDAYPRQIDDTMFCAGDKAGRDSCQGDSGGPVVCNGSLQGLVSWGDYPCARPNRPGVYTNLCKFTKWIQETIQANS
# Calpain2 inh: blocks pig calpain II enzyme activity; purified calpain II, fluorogenic peptide substrate, 30 min; inhibition, % at 16 µM; 0.37% of 220,000 active; AID 1236;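 active = inhibition above about 50%, limit read from the data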
# * marks the source's active call; other numbers are inactive results; . = no result given; [ ] = remark or other dose. Only part of the results is shown; count on the stated rates, not on these rows.
SMILES,Thrombin inh,Furin inh,PERK inhibitor,Rad51 HR inh,FXIIa inh,FXIa inh,KCC2 mod,hK5 inh,Calpain2 inh
CC1CN(C2CCCCC2)c2nc3c(c(=O)[nH]c(=O)n3C)n2C1 (centres undefined),-1,-16[20 µM],-1.4,-22,-7,-13,-0.55,-8,-13
CSC[C@@H]1NC(=S)N(c2ccc(C)cc2)C1=O,-3,-25,0.8,.,4,0,0.12,-28,-60
CCOC(=O)c1ccc(NC(=O)c2cnccn2)cc1,0,-19[20 µM],1.1,-2,11,4,-0.91,-9,7
COc1ccc(N=C2C(=Nc3ccc(OC)cc3)N(c3ccc(OC)cc3)C(=S)N2C)cc1,-4,0[20 µM],-1.5,3,-6,-9,-0.29,-69,13
O=C(COC(=O)c1cc(-c2ccccc2)nc2ccccc12)NCC1CCCO1 (centres undefined),-8,-11,0.1,-11,10,1,-1.6,-1,-29
COCCNC(=O)c1onc(CSc2ccccc2C)c1C(=O)O,-6,-13[20 µM],-0.1,8,9,1,0.0034,-32,-22
O=C(NCc1ccc2c(c1)OCO2)Nc1cccc2ccccc12,-2,-7,1.1,0,6,-1,0.039,5,3
COc1ccccc1N1C(=O)C2C(c3ccccc3F)NN(C(=O)c3ccc(C)cc3)C2C1=O (centres undefined),0,-14,0.1,.,8,8,0.12,-10,-22
C/C(=N\NC(=O)c1cc(-c2cccnc2)nc2ccccc12)c1ccccc1O,0,-13,0.1,-8,12,2,0.05,-9,-34
COc1ccccc1OCC(=O)Nc1ccc2c(c1)C(=O)N(CC1CCCO1)C2=O (centres undefined),-1,-31,-0.8,12,9,0,-0.27,0,1
CCn1c(O)c(N=Nc2ccc3ccccc3n2)c2ccccc21,-12,-5,1.0,.,0,-3,1.9,-3,-39
COC(=O)Cc1ccc(NC(=S)N2CCCCC2C)cc1 (centres undefined),2,-19,1.8,20,3,-2,1.1,-18,0
CCOc1ccc(N2C(=O)S/C(=C\c3ccc(O)c(OC)c3)C2=O)cc1,-7,-14,0.5,-16,-2,-6,0.079,-4,8
CC(=O)c1cn(CC(=O)Nc2ccc(C)cc2)c2ccccc12,-1,-3[20 µM],0.9,-2,0,-1,0.91,-22,-16
O=C(N/N=C/C=C/c1ccco1)c1cnccn1,9,2,1.1,-9,6,5,.,8,30
CCOC(=O)N1CCC(NC(=O)C(NS(=O)(=O)c2cccc3nsnc23)c2ccccc2)CC1 (centres undefined),3,-28,0.2,.,12,1,-0.16,.,10
Cc1ccccc1N1C(=O)CC2(CCCC2)CC1=O,-3,-27,-0.2,-5,14,0,0.19,3,8
Cn1c(=O)n(C)c2cc(NC(=O)c3ccccc3[N+](=O)[O-])c(Br)cc21,4,-25,1.0,4,13,0,-0.23,2,22
NS(=O)(=O)c1ccc(NS(=O)(=O)c2ccc(NC(=O)c3ccc(-c4ccccc4)cc3)cc2)cc1,0,-17[20 µM],1.6,.,18,18,.,-13,-40
CC1(C)CC2(CC(C)(C)NC(=O)N2)NC(=O)N1,0,-10[20 µM],-1.1,.,6,-2,.,-14,31
O=C(O/N=C(\c1ccccc1)c1ccccn1)c1ccc(Cl)c(Cl)c1,-5,-33,1.7,-1,5,-8,.,-7,14
COc1ccc(N2CCN(C(=S)NCc3ccc(C)cc3)CC2)cc1,0,-15,1.2,-3,11,-5,0.45,-7,-13
CCOc1ccc(OCCOCCN2CCc3ccccc3C2)cc1,1,-1[20 µM],-0.7,5,6,-1,-0.13,-14,16
Cc1ccc(S(=O)(=O)NC(=O)NCc2ccccn2)cc1,-3,-4,1.9,6,10,-13,0.73,-9,-24
CNNC(=S)NCCC1=CCCCC1,1,7,0.7,.,12,4,-0.6,3,9
Cc1ccc(NC(=S)/N=C(\N)Nc2nc(C)c3cc(C)c(C)cc3n2)cc1C,-6,-7,0.6,8,10,1,-0.27,-6,-60
CCN(CC)CC(=O)Nc1cc(N(C)C)nc2ccccc12,-2,-5,-0.8,10,10,2,.,-3,-28
Cc1ccc(-n2c(C)nnc2SCC(=O)NNC(=O)c2ccco2)cc1,3,-8,-0.3,5,6,5,-2,-15,16
O=C(NCc1ccc(C(F)(F)F)cc1)C1CC(c2ccccc2C(F)(F)F)=NO1 (centres undefined),-2,-19,.,-1,5,-3,-0.72,0,22
CCN(CC)CCN1C(=O)C(O)=C(C(C)=O)C1c1ccccc1[N+](=O)[O-] (centres undefined),1,-28,1.1,-12,11,2,1.6,4,-28
Cc1ccc(C)c2c1cc(C)c1nnc(SCc3ccccn3)n12,-5,-18[20 µM],-0.2,1,11,2,.,-18,-2
COc1ccc(C2C(C(=O)Nc3cccc(C)n3)c3ccccc3C(=O)N2C)cc1OC (centres undefined),1,-26,-0.7,-7,11,0,.,3,-16
NC(=O)c1ccccc1N(Cc1ccccc1)S(=O)(=O)c1ccccc1,1,-6,-0.7,-3,4,-1,-0.55,-21,3
Cc1cccc(-n2c(-c3cccc([N+](=O)[O-])c3)nc3nc4ccccc4nc32)c1,-7,-20,0.6,-13,12,2,-0.32,10,-60
COc1cc(C(CCN2CCCC2)c2c(OC)cc(OC)c3c(C)cc(=O)oc23)cc(OC)c1OC (centres undefined),3,-20,.,5,11,2,0.074,2,-8
O=C(c1ccccc1)c1cccn1CC(=O)N1CCN(C2CCCCC2)CC1,-1,-7,-0.2,-12,17,18,0.024,2,28

# Whole records, looked up by structure. Screens in order: Thrombin inh, Furin inh, PERK inhibitor, Rad51 HR inh, FXIIa inh, FXIa inh, KCC2 mod, hK5 inh, Calpain2 inh
# CNNC(=S)NCCC1=CCCCC1 across the screens: 1, 7, 0.7, ., 12, 4, -0.6, 3, 9
# CCN(CC)CC(=O)Nc1cc(N(C)C)nc2ccccc12 across the screens: -2, -5, -0.8, 10, 10, 2, ., -3, -28
# NC(=O)c1ccccc1N(Cc1ccccc1)S(=O)(=O)c1ccccc1 across the screens: 1, -6, -0.7, -3, 4, -1, -0.55, -21, 3
# COc1cc(C(CCN2CCCC2)c2c(OC)cc(OC)c3c(C)cc(=O)oc23)cc(OC)c1OC (centres undefined) across the screens: 3, -20, ., 5, 11, 2, 0.074, 2, -8
# O=C(c1ccccc1)c1cccn1CC(=O)N1CCN(C2CCCCC2)CC1 across the screens: -1, -7, -0.2, -12, 17, 18, 0.024, 2, 28

# (next part)
SMILES,Thrombin inh,Furin inh,PERK inhibitor,Rad51 HR inh,FXIIa inh,FXIa inh,KCC2 mod,hK5 inh,Calpain2 inh
CCOc1ccc(NC(=O)CSc2nnc(Cn3cnc4ccccc43)n2C)cc1,-1,-20[20 µM],1.0,2,14,1,0.86,-12,12
COc1cc(OC)c(C(=O)NCCCN2CCOCC2)cc1OC,-10,-40,0.5,14,8,0,0.28,2,-30
COC(=O)c1ccccc1NC(=O)CN1CCC(n2nnc3cc(F)ccc32)CC1,0,-19[20 µM],-0.8,-5,14,2,0.3,-5,-20
Cn1c(CCCNC(=O)c2ccccc2)nc2ccccc21,-5,-16[20 µM],0.2,0,6,5,0.68,2,-10
CCc1ccccc1NC(=O)COc1ccc2c(=O)c(Oc3cc(C)ccc3C)coc2c1,-9,0,0.4,-8,12,2,0.78,-11,13
O=C(O)c1ccc(NC(=O)C2CCCCC2)cc1,3,-4[20 µM],1.2,4,18,6,-1.5,-4,0
CCCCC(=O)Nc1ccccc1N1CCN(c2ccccc2)CC1,5,-14,-0.8,-14,3,-7,-2.3,-4,7
Cc1onc(-c2ccccc2Cl)c1C(=O)Nc1cccc(-c2nc3ncccn3c2C)c1,-6,-14,-1.1,.,-3,-1,0.53,-6,-496
CC(=O)NCC(=O)NC(C(=O)Nc1ccc2c(c1)OCCO2)c1ccccc1 (centres undefined),-9,-11,0.8,0,1,0,1,3,0
CCOC(=O)c1nn(-c2ccccc2F)c2nc(-c3ccco3)c(C#N)c(=O)n12,-1,-15,0.2,10,13,2,-1.2,-9,-69
CCN(CC)S(=O)(=O)c1ccc(NC(=O)[C@@H](NC(=O)c2cc(OC)cc(OC)c2)C(C)C)cc1,11,-9,0.1,.,28,10,-0.13,.,39
CC(C)Cn1c(SCC(=O)N2CC(=O)Nc3ccccc32)nc2ccccc21,-4,-3,-1.1,.,0,-6,-1.9,-7,23
C=CCn1c(N)cc(=O)nc1SC(C)C(=O)Nc1cccc2ccccc12 (centres undefined),6,-7[20 µM],-0.3,5,16,10,-0.1,-4,-14
CCn1ncc(Cl)c1C(=O)Nc1ccncc1,1,-15[20 µM],0.3,2,22,14,0.69,-30,6
CCNC(=O)NC(=O)CSc1ccccc1F,2,-3,0.3,.,6,4,-0.95,-6,19
CCOC(=O)Cc1csc(NC(=O)c2c(-c3c(F)cccc3Cl)noc2C)n1,2,-17[20 µM],-0.1,4,10,0,-2.4,-2,-19
O=C(COc1cccc2c1CCN(Cc1ccccc1)C2=O)NCc1ccco1,-8,-17,-0.8,1,1,-7,0.12,-13,8
Cc1no[n+]([O-])c1COc1ccc(/C=C(\C#N)C(N)=O)cc1,-1,-19,1.1,6,0,3,-0.26,-5,1
CCC(=O)NNc1ncnc2c1cnn2C,11,-18,0.1,-2,3,-3,-0.019,-4,-10
CCCOc1cccc(OCCSc2nc(C)cc(=O)[nH]2)c1,-2,-15[20 µM],1.6,-5,-1,-8,-0.85,-13,8
CC(=O)N1CCc2cc(C(=O)CN3CCN(c4cccc(Cl)c4)CC3)ccc21,18,-17,0.4,2,17,10,-2,26,-21
Cc1ccc(C(=O)NC2CC3CCCC(C2)N3C(=S)NCc2ccco2)cc1 (centres undefined),0,-13,-1.4,-1,12,-2,0.27,13,-15
CN(C)c1cccc(C(=O)OCC(=O)NCc2ccco2)c1,-6,-10[20 µM],0.7,-9,1,-4,0.00041,15,-8
O=C(CCCN1C(=O)c2ccccc2C1=O)NCCC1=CCCCC1,2,-19[20 µM],1.2,3,-3,-8,1.6,-13,-1
CCOc1ccc(C(=O)NC(=S)NCc2cccnc2)cc1,-1,-17,-0.4,.,11,7,0.27,-10,2
O=C(O)c1ccc(COc2cccc(CO)c2)cc1,3,-23[20 µM],-0.2,5,10,-4,0.13,-17,-34
CC(Nc1cccc(F)c1)C(=O)Nc1ccc(S(N)(=O)=O)cc1 (centres undefined),2,-14,0.6,3,9,4,1.8,3,6
COc1ccc(C(=O)N[C@H](C(=O)Nc2nc3ccccc3[nH]2)C(C)C)cc1,-4,-10,-0.1,-5,11,3,-1.8,2,8
CC(=O)c1cc(F)c(N2CCOCC2)cc1C,3,-17[20 µM],0.8,7,30,20,.,0,-7
O=C(Nc1ccc(N2CCN(C(=O)c3ccco3)CC2)cc1)c1ccc(F)cc1,0,-12,-0.4,-2,-10,2,0.19,-5,-10
Cc1ccc2c(c1)nnn2C1CCN(S(=O)(=O)c2ccc3ccccc3c2)CC1,-1,-15[20 µM],-0.6,3,11,5,-1.6,-4,-55
CC(=O)NC1C(Oc2ccc(C)cc2)OC2COC(c3ccco3)OC2C1O (centres undefined),-1,-17,0.9,-5,9,1,-1.1,-21,-3
CN(NC(=O)c1ccccc1)c1nc2ccccc2nc1C(F)(F)F,14,-19[20 µM],0.3,-13,17,-8,.,-26,-106
COC(=O)c1sccc1NC(=S)N(C)C1CCCCC1,-9,-8,0.2,-9,10,-1,-1.1,-7,26
Cc1ccc([N+](=O)[O-])c(C)[n+]1C,-2,-19,-0.2,15,7,-2,-0.51,-9,-23

# 2 entries from above, as tab-separated lines.
SMILES	Thrombin inh	Furin inh	PERK inhibitor	Rad51 HR inh	FXIIa inh	FXIa inh	KCC2 mod	hK5 inh	Calpain2 inh
O=C(CCCN1C(=O)c2ccccc2C1=O)NCCC1=CCCCC1	2	-19[20 µM]	1.2	3	-3	-8	1.6	-13	-1
CCOc1ccc(C(=O)NC(=S)NCc2cccnc2)cc1	-1	-17	-0.4	.	11	7	0.27	-10	2
